# Bioassay records as filed in PubChem BioAssay.
# Rpn11 inh: Rpn11 (PSMD14) deubiquitinase inhibitors, primary screen, biochemical, fluorescence polarization, uHTS; 26S proteasome non-ATPase regulatory subunit 14 (Homo sapiens), O00487; AID 588493, 2011; human 26S proteasome, Ub4-pepOG fluorescence polarization; 20S core pre-blocked with epoxomicin; 0.59% of 360,000 active; calls only at 20 µM;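 active = inhibition at 20 µM, scaled to each plate's controls, above about 33%, limit read from the data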
# DNMT1 inh: human DNMT1 methyltransferase inhibitors, primary screen, biochemical, molecular beacon, fluorescence, HinP1I cleavage, uHTS; DNA (cytosine-5)-methyltransferase 1 (Homo sapiens), P26358; inhibition (reported as % activation of signal), % at 10 µM; 0.83% of 360,000 active; AID 588458, 2011; in the data active = inhibition above about 50%
# LMPTP block: LMPTP phosphatase inhibitors, primary screen, biochemical, fluorescence intensity, uHTS; recombinant LMPTP-A, OMFP fluorogenic substrate; inhibition, % at 20 µM; 0.22% of 360,000 active; AID 651560, 2012; Low molecular weight phosphotyrosine protein phosphatase (Homo sapiens), P24666;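 active = compounds that cut the enzyme signal by at least half of the control window in the single-dose screen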;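 also: plate controls were DMSO wells with enzyme plus substrate for no effect and substrate without enzyme for full effect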
#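 Buffer or medium: Bis-Tris pH 6.0, DTT, detergent; Assay system: LMPTP-A enzyme; Quantity: 0.625 nM enzyme; Detection: endpoint fluorescence intensity; Times: 50 min dark incubation at room temperature; Controls: substrate-only low control, DMSO enzyme-plus-substrate high control; Doses: single 20 µM dose; Read-out: percent inhibition versus substrate-only and uninhibited controls; Reagent: 400 µM OMFP.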
# STEP inh: STEP phosphatase inhibitors, primary screen, biochemical, fluorescence intensity, uHTS. recombinant STEP, OMFP fluorogenic substrate. Tyrosine-protein phosphatase non-receptor type 5 (Homo sapiens), P54829. AID 588621, 2011. inhibition, % at 20 µM. 0.25% of 360,000 active;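 active = inhibition at 20 µM, scaled per plate between control wells, above about 37%, limit read from the data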;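 also: 0% = DMSO with enzyme and substrate and 100% = substrate only without enzyme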
# Target sequence (P54829 whole entry, looked up): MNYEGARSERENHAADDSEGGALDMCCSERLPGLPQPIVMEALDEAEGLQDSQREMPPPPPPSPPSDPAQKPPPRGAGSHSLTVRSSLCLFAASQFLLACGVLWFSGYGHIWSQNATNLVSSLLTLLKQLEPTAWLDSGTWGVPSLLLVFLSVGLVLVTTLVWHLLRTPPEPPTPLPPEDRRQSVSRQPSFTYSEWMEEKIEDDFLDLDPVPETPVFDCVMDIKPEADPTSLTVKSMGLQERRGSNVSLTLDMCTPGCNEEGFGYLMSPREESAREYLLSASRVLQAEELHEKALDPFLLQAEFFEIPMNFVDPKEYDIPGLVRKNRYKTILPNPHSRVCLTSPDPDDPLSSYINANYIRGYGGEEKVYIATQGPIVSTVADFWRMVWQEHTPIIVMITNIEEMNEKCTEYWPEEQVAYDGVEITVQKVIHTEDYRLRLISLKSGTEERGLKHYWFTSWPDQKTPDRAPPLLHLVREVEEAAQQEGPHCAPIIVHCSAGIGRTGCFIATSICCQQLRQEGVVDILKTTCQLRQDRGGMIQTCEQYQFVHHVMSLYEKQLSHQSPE
#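 medium = Bis-Tris buffer pH 6.0, 2.5 mM DTT, 0.005% Tween 20 | test system = STEP (striatal-enriched tyrosine phosphatase) enzyme, cell-free | measure = normalized % inhibition | compound dosing = 20 µM, 1% DMSO | also added = 25 µM OMFP | schedule = reaction 20 min, ambient temperature | measured by = fluorescence read at 480 nm ex / 540 nm em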
# CSN inh: inhibitors of CSN-mediated cullin deneddylation, primary screen, biochemical, fluorescence polarization, uHTS | COP9 signalosome complex subunit 5 (Homo sapiens), Q92905 | Purified CSN, SCF-Nedd8-OG deneddylation | inhibition, % at 12.5 µM | 0.38% of 360,000 active;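 active = pattern-corrected inhibition above about 35%, with an unprinted fluorescence ratio check between 0.5 and 1.5, limit read from the data, passing the limit was not always enough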;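 also: 0% = enzyme with substrate and 100% = substrate without enzyme; some results filed as inactive read as strong as hits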
# Target sequence (Q92905 whole entry, looked up, one chain of several): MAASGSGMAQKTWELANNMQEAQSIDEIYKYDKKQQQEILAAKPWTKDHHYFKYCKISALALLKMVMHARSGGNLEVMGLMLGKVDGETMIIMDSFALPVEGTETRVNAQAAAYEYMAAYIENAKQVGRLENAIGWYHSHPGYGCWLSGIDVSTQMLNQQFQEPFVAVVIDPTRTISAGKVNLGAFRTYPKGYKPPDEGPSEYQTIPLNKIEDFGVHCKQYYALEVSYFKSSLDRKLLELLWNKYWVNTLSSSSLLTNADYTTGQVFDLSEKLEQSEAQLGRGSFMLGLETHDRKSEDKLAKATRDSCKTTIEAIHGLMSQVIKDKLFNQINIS
#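 Material: human Csn5 produced in HEK293T cells; Input: enzyme 0.24 nM; Reagent: SCFSkp2-Nedd8OG substrate at 10 nM final; Dosing: 12.5 µM compound; Incubation: 90 min reaction at room temperature; Detection: fluorescence polarization of the substrate; Evaluation: % inhibition of substrate cleavage by Csn5; Control set: substrate-only high control, full reaction low control.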
# NadD block: inhibitors of S. aureus NadD, primary screen, biochemical, colorimetric, uHTS; purified NadD enzyme, colorimetric absorbance read-out; inhibition, % at 20 µM; Nicotinate-nucleotide adenylyltransferase NadD (Staphylococcus aureus N315); 0.78% of 360,000 active; in the data active = inhibition above about 26%; also: some compounds past the cut are filed as inactive
# PABP1 MLLE inh: inhibitors of PABP1 MLLE–PAM2 peptide binding, primary screen, biochemical, fluorescence polarization, FITC-PAM2, GST-MLLE; Polyadenylate-binding protein 1 (Homo sapiens), P11940; inhibition, % at 20 µM; 0.36% of 360,000 active; AID 588489, 2011; in the data active = inhibition above about 35%, passing the limit was not always enough;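 also: plate controls were DMSO wells with GST-MLLE for no effect and wells lacking GST-MLLE protein for full effect; some results filed as inactive read as strong as hits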
# SUMO1-SIM PPI: modulators of SUMO1 protein-protein interactions, primary screen, biochemical, uHTS; inhibition, % at 20 µM; 0.33% of 360,000 active; SUMO1 binding to a labelled peptide, TR-FRET, 1 h; AID 602429, 2012; in the data active = inhibition above about 37%
# Target sequence (P63165 whole entry, looked up): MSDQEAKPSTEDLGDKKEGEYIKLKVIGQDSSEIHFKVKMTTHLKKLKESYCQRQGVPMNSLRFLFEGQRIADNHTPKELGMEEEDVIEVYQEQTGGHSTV
# Tb MetRS inh: T. brucei MetRS inhibitors, primary screen, biochemical, luminescence | purified T. brucei MetRS, ATP depletion, Kinase-Glo luminescence | AID 624268, 2012 | 0.4% of 360,000 active | inhibition, % at 11.9 µM | methionyl-tRNA synthetase (Trypanosoma brucei brucei);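 active = inhibition above a per-plate cutoff of the control wells' mean inhibition plus 3 SD, cut at about 5.5% in these data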;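 also: 0% = DMSO wells median and 100% = median of wells with control inhibitor compound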
#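 Dosing: 11.9 µM compound single dose, 0.9% DMSO; Assay system: purified T. brucei MetRS enzyme; Measured by: Kinase-Glo luciferase luminescence reporting remaining unconsumed ATP; Schedule: 15 min plus 2 h at 25 °C.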
# Scp-1 inhibitor: Scp-1 phosphatase inhibitors, primary screen, biochemical, colorimetric, uHTS | Carboxy-terminal domain RNA polymerase II polypeptide A small phosphatase 1 (Homo … | inhibition, % at 20 µM | Recombinant Scp1, phosphopeptide, malachite green phosphate absorbance | AID 493091, 2011 | 0.88% of 340,000 active;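 active = inhibition above about 50% at 20 µM, limit read from the data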;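 also: plate controls were DMSO wells with enzyme for no effect and wells lacking enzyme for full effect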
#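 Test system: SCP-1 catalytic domain; Buffer or medium: Acidic Tris acetate buffer with magnesium and detergent; Also added: Phosphorylated 17-residue peptide substrate; Compound: single 20 µM dose, 1% DMSO; Schedule: enzyme reaction 45 min at room temperature, colour 5 min, stabilisation 30 min; Signal: Phosphate-binding colour reagent, absorbance read at 630 nm.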
# Numbers without * were called inactive; i = inactive; · = not tested or not shown.
SMILES,Rpn11 inh,DNMT1 inh,LMPTP block,STEP inh,CSN inh,NadD block,PABP1 MLLE inh,SUMO1-SIM PPI,Tb MetRS inh,Scp-1 inhibitor
O=C(NNS(=O)(=O)c1ccccc1)c1ccc(S(=O)(=O)N2CCCCC2)cc1,i,11,-2.0,0,-5,2,-3,1,-1.0,-6
Cn1c(CCN2CCCCCC2)nc2cc(NC(=O)Nc3ccccc3)ccc21,i,18,13,-4,2,32*,-10,5,2.1,-2
CCCc1cc(C(=O)N2CCCC(Cc3ccccc3C)(C(=O)OCC)C2)no1 (stereo not given),i,1,0.5,-2,3,-5,8,3,-0.2,-3
Cc1ccc(Nc2ccc(C(=O)NCCc3ccccc3)cn2)cc1,i,-4,1.3,2,-10,-9,-2,4,-0.3,-1
COc1ccc(NC(=O)CS(=O)CC(=O)Nc2ccc(F)cc2F)cc1 (stereo not given),i,1,0.2,-1,-2,0,3,-6,0.3,-4
COc1ccc(-c2nc(CS(=O)(=O)CC(=O)NCCCN3CCN(C)CC3)c(C)o2)cc1,i,0,-5.3,6,1,-6,-11,0,1.1,-6
CC(C)COC(=O)c1ccc(NC(=O)C2C3CCC(C3)C2C(=O)O)cc1 (stereo not given),i,0,-2.3,4,0,-1,-2,-1,-1.5,-11
COc1ccc(/C=C/C(=O)NNc2cc(=O)n(C)c(=O)n2C)cc1OC,i,-6,-1.5,0,-5,-3,13,-20,0.0,-4
COc1ccc2[nH]c3c(c2c1)CCC/C3=N\N,i,-13,-1.3,0,2,-9,0,-7,-0.6,8
CCN(CC(=O)NC1CCS(=O)(=O)C1)S(=O)(=O)c1ccc(Cl)cc1C(F)(F)F (stereo not given),i,3,-0.3,0,-2,-3,18,0,-0.7,1
O=C(NNC(=O)c1cc(S(=O)(=O)N2CCCCC2)ccc1Cl)c1ccccc1O,i,0,0.3,-2,-2,3,3,7,-0.2,-13
COc1ccc(C(=O)c2sc(Nc3ccccc3)c(C(=O)Nc3ccc(OC)c(OC)c3)c2N)cc1,i,-26,1.7,3,0,12,2,-19,-0.7,-10
COC(=O)N(C)C[C@@H]1OCc2cnnn2CCCC(=O)N([C@H](C)CO)C[C@@H]1C,i,5,-0.9,1,3,-2,1,5,-0.3,·
Cc1cc(NC(=O)CCC(=O)N(c2ccccc2)C(C(=O)NC2CCCCC2)c2cccs2)no1 (stereo not given),i,-1,-0.1,-2,3,6,-3,0,0.9,-3
CN1CCOc2c1cnn(CCO)c2=O,i,-7,-1.1,3,1,-2,0,6,-0.6,·
COc1cc(OC)c(C(=O)O/N=C(\N)c2cccc(C)c2)cc1OC,i,0,1.1,-2,-2,-4,-8,13,-0.4,-9
COc1ccc(-n2ncc3c(NCCCn4ccnc4)ncnc32)cc1,i,0,2.2,0,-2,-1,-5,4,-0.1,-11
O=C(COC(=O)c1ccccc1)Nc1ccccc1Br,i,1,-1.6,-1,3,-1,8,0,-0.7,-11
COc1ccccc1C/C(N)=N/OC(=O)c1cccs1,i,3,-1.7,0,4,-6,4,-2,-0.5,6
CON/C=C(\C=Nc1ccc(Cl)cc1)c1ncc(C(F)(F)F)cc1Cl,i,5,2.0,7,-2,-1,4,-2,0.2,-2
CN(C)c1ccc(N2C(=NC(=O)COc3ccccc3)SC3CS(=O)(=O)CC32)cc1 (stereo not given),i,0,1.5,1,-1,3,-4,7,-0.3,-3
O=C(NCCO)c1scc2c1OCCO2,i,1,-1.0,-3,-4,2,-6,0,-0.7,0
CC1CCN(C(=O)c2ncn(Cc3ccccc3)c2C(=O)N2CCC(C)CC2)CC1,i,20,-1.8,-3,-3,-1,-4,4,-0.2,2
Cc1nn(C)cc1/C=N/NC(=O)C(C)(C)Oc1ccc(Cl)cc1,i,3,0.0,0,0,-5,-1,0,-0.1,1
[O-][n+]1ccccc1SCc1ccccc1,i,7,-1.3,-4,-3,-1,8,2,-0.1,-8

# Further records
SMILES,Rpn11 inh,DNMT1 inh,LMPTP block,STEP inh,CSN inh,NadD block,PABP1 MLLE inh,SUMO1-SIM PPI,Tb MetRS inh,Scp-1 inhibitor
Cc1onc(-c2c(Cl)cccc2Cl)c1C(=O)NC1C(=O)N2C1SC(C)(C)C2C(=O)O (stereo not given),i,-2,-0.1,3,-15,6,-10,7,0.0,1
COC(=O)CCCC1=CC2=C(c3ccccc3)C(=O)C(C)(OC(=O)C3CCCC3)C(=O)C2=CN1c1ccccc1 (stereo not given),i,-9,1.9,-1,0,1,-15,-21,-0.3,5
CCOC(=O)C1(Cc2cccc(OC)c2)CCN(Cc2cc(OC)ccc2OC)CC1,i,-1,-0.7,-1,2,-5,1,1,-1.2,-11
O=C(CNc1cccc(S(=O)(=O)N2CCOCC2)c1)Nc1ccccc1F,i,-3,-0.7,0,-1,-1,0,-1,-0.1,-6
CCOc1ccccc1C1C(C#N)=C(N)SC(N)=C1C#N,·,-3,0.6,-10,42,-2,20,-8,-0.2,-5
COc1ccc(C)c(NC(=O)C2CC(=O)NC3=C2C(=O)CCC3)c1 (stereo not given),i,1,0.1,3,1,-3,9,-3,-0.1,9
O=C(O)Cn1nnc(-c2ccc(OCc3ccccc3)cc2)n1,i,2,-1.0,7,-1,-4,6,5,0.0,-10
O=C(COC(=O)c1cnc(Cl)c(Cl)c1)Nc1ccc(S(=O)(=O)N2CCCC2)cc1,i,-4,1.6,2,-1,-8,5,3,-0.2,3
O=C(NCc1ccccc1)c1onc(CSc2ccccn2)c1C(=O)NCc1ccccc1,i,-1,2.2,-2,0,-2,-5,2,-0.3,2
CC1(C)CC(=O)C2=C(C1)NCN(CCCN1CCOCC1)C2,i,1,-4.2,-3,-6,2,2,0,-0.8,-2
C[C@H](CO)N1C[C@H](C)[C@H](CN(C)C(=O)Nc2cccc3ccccc23)OCc2cnnn2CCCC1=O,i,2,-1.7,1,0,-4,5,0,-1.3,·
Cc1cc(NC(=O)CSc2nc3c(cc2C#N)CCCC3)no1,i,5,0.1,-11,0,-2,7,3,0.2,-5
CC(C)Cn1c(=O)oc2ccccc21,i,0,0.5,3,-1,-2,-2,7,0.3,-1
CCOC(=O)CCNC(=O)N1CCCC(C(=O)c2ccc3c(c2)OCO3)C1 (stereo not given),i,0,-0.7,2,-6,2,-7,2,-0.4,-4
O=C(NCc1ccccc1F)C1CC(=O)N(c2ccc3c(c2)OCCO3)C1 (stereo not given),i,-1,-1.1,4,0,-1,-58,2,0.4,-3
C=CCn1nc(-c2ccccc2)cc1C(=O)OCC,i,7,-1.0,-1,0,-5,4,2,-0.2,1
COc1ccc(CNn2cnnc2)c(O)c1,i,6,-0.4,1,-6,3,5,3,0.2,-5
O=C(O)CCCCCNS(=O)(=O)c1cccc2nsnc12,i,2,-0.9,0,6,0,7,-5,0.2,2
O=C(N/N=C/c1c[nH]c2ccccc12)C1CC1(c1ccccc1)c1ccccc1 (stereo not given),i,-21,2.6,-8,-3,17,-5,1,1.0,-2
Cc1cccn2c(=O)c(/C=C(\C#N)C(=O)NCc3ccco3)c(N3CCOCC3)nc12,i,3,7.8,4,1,-1,-3,-17,-0.4,-8
Cc1ccc(C(c2nnnn2C2CCCCC2)N(C)C2CCCCC2)cc1 (stereo not given),i,2,3.8,1,2,0,-5,4,-0.7,3
Cc1nc(Cl)sc1C(=O)Nc1ccccc1Cl,i,-1,-0.8,-3,0,-5,-5,3,-0.7,-3
CN(Cc1ccccc1)C(=O)c1ccc2c(c1)NC(=O)C(N1CCOCC1)S2 (stereo not given),i,-6,-0.5,-1,4,-2,-6,9,-0.4,-16
COCc1nc2ccccc2n1Cc1cccc(C)c1,i,-1,-1.0,0,1,1,0,1,-1.1,-7
O=C(Nc1ccccc1-c1ccccc1)c1ccc(=O)[nH]n1,i,2,-0.8,3,5,1,-11,2,-1.2,-2

# Continued:
SMILES,Rpn11 inh,DNMT1 inh,LMPTP block,STEP inh,CSN inh,NadD block,PABP1 MLLE inh,SUMO1-SIM PPI,Tb MetRS inh,Scp-1 inhibitor
O=C(NCc1ccc2c(c1)OCO2)c1nc(Cn2cc(Br)cn2)no1,i,-1,0.1,1,7,-113,1,-1,0.8,-5
Cc1ccc(C(=O)OCC(=O)NCc2ccccc2)cc1S(=O)(=O)N1CCCCC1,i,1,-0.1,-1,-6,-2,1,2,0.4,-8
CCOc1ccccc1CNC(=O)CCn1ccc2cc(S(=O)(=O)N3CCCCC3)ccc21,i,-3,2.1,-1,5,-6,2,2,0.1,-13
O=C(CNC(=O)c1ccc(Br)o1)NCC1COc2ccccc2O1 (stereo not given),i,2,2.7,-2,-5,-7,-2,1,-0.2,-2
O=C1C=C(c2ccc(F)c(Cl)c2)C[C@@H](c2ccc(F)cc2)C1,i,-3,1.3,2,-8,1,2,-9,-0.2,-11
O=C(NCCN1CCOCC1)c1cc([N+](=O)[O-])ccc1Cl,i,-2,-0.9,0,-3,-3,-3,-20,-0.5,-6
CC(=O)N1CCN(C(=O)CSc2ncnc3sc(C)c(C)c23)CC1,i,-1,-4.2,-3,1,-3,5,-5,-0.3,-13
Cc1ccc(C)c(Nc2ccc3nonc3c2[N+](=O)[O-])c1,i,-1,-0.1,0,-1,-5,2,-30,-1.9,-7

# Random draw from the library; about 3.6% have a hit in one of these screens.
